# WT yeast gro inh: growth inhibition of WT strain, primary screen, mitochondrial fusion inhibitor project, WT and mutant strains, chemical genetic | mitochondrial fusion phenotypic screen | inhibition, % at 10 µM | 190,000 compounds, 2.1% hits; in the data active means inhibition above about 58%; tested in S. cerevisiae
# M1AAP inhibition: P. falciparum M1AAP inhibitors, biochemical, fluorogenic H-Leu-NHMec substrate, 1536-well (AID 1445); recombinant M1AAP, H-Leu-NHMec fluorogenic kinetic assay; higher % means a stronger effect; Aminopeptidase N (Plasmodium falciparum (isolate 3D7)); inhibition, % at 30 µM, or IC50 in µM where a hit was titrated; 220,000 compounds, 0.42% hits;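 active means primary inhibition above the hit cutoff, then over 50% inhibition at one or more dose response concentrations, cut at about 23% in these data, passing the limit was not always enough; inconclusive means conflicting primary data, or primary hits not chosen for dose response; inactive means low primary inhibition, or under 50% at every dose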;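 further: plate controls were DMSO full reaction for no effect and no enzyme background for full effect; strong numbers were not always called active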
# ER stress rescue: rescue of cells from ER stress-induced death, primary screen, 384-well, CSM14.1, thapsigargin, ATP luminescence (AID 1222) | 190,000 tested, under 10 active | CSM14.1 thapsigargin-induced death rescue, ATP luminescence; higher % means a stronger effect | one-dose cellular ATP content (survival), % at 20 µM; EC50 in µM for titrated hits;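 active means EC50 below 50 µM in the dose-response confirmation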;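 further: death triggered by thapsigargin at about 15 µM added after 2 h compound pretreatment; cell ATP read after overnight thapsigargin exposure of roughly 18 to 22 hours; normalized against plate controls of thapsigargin alone and 5% DMSO vehicle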
# TNAP activators: human TNAP enzyme activators, primary screen, biochemical, luminescent, no phosphate acceptor, uHTS (AID 1001); Alkaline phosphatase, tissue-nonspecific isozyme (Homo sapiens); one-dose activation fold at 20 µM; EC50 in µM for titrated hits; purified TNAP, luminescent activation assay, no phosphate acceptor; higher activation fold means a stronger effect; 200,000 compounds, 0.03% hits; in the data active means activation fold from about 3, or a potency from the dose series; inactive means the rest, 99 in 100 with activation fold below about 1.6; further: many of its hits are not listed in these tables
# Myeloid diff MLP: induction of myeloid progenitor differentiation, primary screen, cell-based, flow cytometry, MLPCN library; ER-HoxA9 myeloid progenitors, lysozyme-GFP differentiation; calls only at 10 µM; 360,000 compounds, 1% hits; AID 624256, 2012;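 active means normalized GFP-positive differentiation at or above the plate's own cutoff, the solvent-only control mean plus 3 SD; inconclusive means no clear call, values can overlap the other calls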;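 further: cells exposed to compound for four days before flow analysis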
# PMI inhibitors: inhibitors of human PMI, primary screen, biochemical, fluorescence intensity, coupled assay (AID 1209); Mannose-6-phosphate isomerase (Homo sapiens); purified PMI enzyme, coupled fluorescence intensity; higher % means a stronger effect; one-dose inhibition, % at 20 µM; IC50 in µM for titrated hits; 190,000 compounds, 0.42% hits;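 further: plate controls were DMSO vehicle for no effect and wells lacking substrate for full effect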
# K1F lysis inhibition: inhibition of K1F phage lysis, E. coli UTI89, bacterial capsule biogenesis inhibitors, alamar blue (AID 488966) | E. coli UTI89 K1F phage lysis, alamar blue, 2 h; higher % means a stronger effect | one-dose inhibition, % at 100 µM; IC50 in µM for titrated hits | 340,000 compounds, 0.02% hits;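 active means phage lysis inhibition, versus mean bacterial control, above a set limit; inconclusive means no clear call, values can overlap the other calls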;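 further: capsule biogenesis inhibitors block K1F phage lysis so surviving cells raise fluorescence; higher fluorescence means more inhibition of phage lysis; actives were called in the ten point dose series up to 300 µM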
# Hep lipid drop: inhibitors of hepatocyte lipid droplet formation, primary screen, imaging, high-throughput imaging, BODIPY stain; AML12 mouse hepatocytes, oleate lipid droplets; inhibition, % at 6.5 µM; 240,000 compounds, 0.4% hits;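 active means lipid droplet intensity inhibited by at least 50%, with more than 500 cells counted; inconclusive means wells with under 300 cells, treated as cytotoxic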
#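 Test system: AML12 mouse liver cells; schedule: overnight exposure; technique: high-content imaging of BODIPY-stained droplets and DAPI nuclei; read-out: % inhibition of corrected integrated BODIPY droplet signal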
# PMI inhibition: human PMI inhibitors, high substrate, primary screen, biochemical, fluorescence intensity, high mannose 6-phosphate (AID 1220); Mannose-6-phosphate isomerase (Homo sapiens); recombinant PMI enzyme, coupled fluorescence intensity; higher % means a stronger effect; inhibition, % at 20 µM, or IC50 in µM where a hit was titrated; 190,000 compounds, 0.66% hits
# WT yeast gro inh mutant strain: also measured in WT yeast gro inh; calls as there; inhibition, %; mitochondrial fusion phenotypic screen, mutant strain inhibition
# Hep lipid drop cells 6.5 µM: further read-out of Hep lipid drop, marked with its call; cell count; measured here: cell count, cytotoxicity flag;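 cells counted across two imaged fields per well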
# Myeloid diff MLP GFP+ MAC1+ %: recorded beside Myeloid diff MLP, whose call it bears; GFP+ MAC1+ double positive, %; measured here: differentiation confirmed by MAC1 staining
# Numbers without * were called inactive; i = inactive; ? = inconclusive; · = no result given; + = active, no number; [ ] = another dose, or the depositor's remark. Unless noted, no stated cut-off is given here; in the data, active means inhibition above about 50%; inactive means the rest. Rows were taken by chance. About 4.6% of those tested had a hit in this group.
SMILES,WT yeast gro inh,WT yeast gro inh mutant strain,M1AAP inhibition,ER stress rescue,TNAP activators,Myeloid diff MLP,Myeloid diff MLP GFP+ MAC1+ %,PMI inhibitors,K1F lysis inhibition,Hep lipid drop,Hep lipid drop cells 6.5 µM,PMI inhibition
CCCCn1c(=O)c(CCC(=O)OCC(=O)Nc2cccc3ccccc23)nc2ccccc21,1,-17,3%,-2.2%,1,i,0.2,-6%,0.7%[50 µM],-2,616,7%
CCCCn1c(=O)c2ccccc2c2ccccc2c1=O,12,20,7%,-0.9%,1.1,i,0.5,12%,-0.8%,-4,726,9%
Cc1c2c([n+]3n1CCC3)CC(C)(C)CC2=O,7,3,-1%,-0.3%,1.1,i,7.7,-12%,7.1%,·,·,-7%
COc1ccc(C2OC(=O)CC2C(=O)NCc2ccccc2Cl)cc1OC (stereo unspecified),-4,-9,0%,-1.0%,1.2,i,0.4,-3%,0.3%,27,753,-2%
CC(=O)NC(=S)NNC(=O)CCc1ccccc1,0,16,-17%,1.2%,1.8,i,0.3,31%,2.8%,17,689,11%
CCC(c1nnnn1Cc1ccco1)N(Cc1cc2cc(OC)ccc2[nH]c1=O)C1CCCCC1 (stereo unspecified),3,6,14%,-1.0%,1,i,0.7,5%,0.4%,2,770,-6%
Cc1noc(C)c1S(=O)(=O)Nc1ccc(C(=O)NCCc2ccccc2)cc1,-11,-29,6%,-1.1%,1,i,0.5,-5%,6.4%,·,·,3%
Cc1ccc(OCC(=O)Nc2ccccc2Sc2ccccc2)c([N+](=O)[O-])n1,-9,-16,6%,-2.0%,1,i,0.9,4%,0.5%[50 µM],-6,532,1%
CCn1c(CNC(=O)c2ccccc2)nnc1SCC(=O)N1CCN(c2ccccc2)CC1,-22,0,2%,-0.3%,1,i,0.8,-9%,0.1%,-22,744,-14%
COc1ccc(C(=O)NCC(=O)N/N=C/c2c(C)[nH]c3ccccc23)cc1OC,·,·,9%,·,·,i,1.0,·,0.7%,8,685,·
COc1ccc(-c2cn3cccnc3n2)cc1Br,1,1,19%,-1.8%,1.1,i,1.0,-16%,1.1%,-3,594,-14%
COc1ccc(CCN=Cc2c(C)[nH]n(-c3ccc([N+](=O)[O-])cc3)c2=O)cc1OC,0,-6,6%,0.9%,0.9,i,0.5,15%,-0.1%,1,683,43%
O=C(COc1cc(=O)n2c(n1)SCCC2)c1ccccc1,0,2,4%,3.2%,1.1,i,1.4,8%,2.3%,·,·,9%
CC(OC(=O)c1ccncc1)C(=O)NC1CCCC1 (stereo unspecified),2,-1,-1%,-0.2%,1.1,i,0.4,0%,-0.4%,0,743,4%
O=S(=O)(Nc1ccc(-n2cccc2)cc1)c1ccc(F)cc1,-11,19,-3%,-2.0%,1.2,i,0.3,14%,0.0%,-1,681,8%
Cc1ccc(NC(=O)Cn2cccc2)cc1,-4,2,-2%,1.8%,1.1,i,0.3,2%,0.1%,-3,721,3%
N#Cc1c2n(c3c(=O)n(Cc4ccccc4Cl)cnc13)CCCCC2,13,14,9%,-0.5%,1.1,i,1.0,-7%,-0.2%,·,·,11%
CCOC(=O)COc1ccc(S(=O)(=O)Nc2ccc3c(c2)OCCO3)cc1,-1,-15,-2%,-2.4%,1.1,i,2.7,5%,0.3%[50 µM],17,708,2%
CN1C(=O)C2C(c3ccc(N(C)C)cc3)NN(Cc3ccccc3)C2C1=O (stereo unspecified),-9,-1,4%,-0.3%,1,i,0.5,-6%,0.0%,-16,472,21%
Cc1c(NS(=O)(=O)c2ccc(C(=O)NCc3ccccc3)cc2)c(=O)n(-c2ccccc2)n1C,-4,11,0%,-0.2%,1.1,i,0.2,0%,1.4%,14,711,-5%
O=C(CSc1ncn[nH]1)NCCC(c1ccccc1)c1ccccc1,-2,-1,3%,-1.9%,0.5,i,0.7,3%,0.1%,·,·,-1%
O=C(CSc1ccc2nnc(-c3cccc(F)c3)n2n1)NCc1ccco1,-9,-13,7%,-2.2%,1,i,5.4,-13%,-1.3%,·,·,-6%
COc1cc(/C=C/C(=O)c2c(O)cc(C)oc2=O)cc(OC)c1O,-10,-11,7%,0.9%,0.9,i,1.5,26%,1.6%,·,·,21%
CCOC(=O)C1=C(C)NC(=O)NC1/C=C/c1ccccc1 (stereo unspecified),-22,-18,6%,3.5%,1,i,6.4,6%,1.4%[50 µM],62*,770*,2%
CCN(CC)S(=O)(=O)c1ccc(C)c(NC(=O)Cn2cnc3cc([N+](=O)[O-])ccc3c2=O)c1,-1,-4,9%,-0.1%,1.1,i,0.5,7%,0.0%,8,641,15%
COc1ccc(OC)c(Nc2nc(-c3sc(NC(=O)CC(C)C)nc3C)cs2)c1,3,8,-5%,-0.3%,1,?,·,5%,0.4%,·,·,25%
CCOC(=O)c1c(C)[nH]c(C(=O)OCCOc2ccc(Cl)cc2)c1C,2,-9,12%,-0.8%,1.2,i,0.2,12%,0.5%,15,485,7%
O=C1NN(c2ccc(Cl)c(Cl)c2)C(=O)/C1=C/c1cccc(OC(=O)c2cccs2)c1,-13,14,17%,-3.3%,1,·,·,-12%,·,-7,736,-18%
CC(C)(C)S(=O)(=O)c1ccc2nc3c(n2c1)CCCC3,-9,-3,9%,-0.2%,1.1,i,0.3,2%,1.0%,·,·,2%
CC(C)c1ccccc1NC(=O)COC(=O)CCN1C(=O)/C(=C\C=C\c2ccccc2)SC1=S,-12,-8,3%,-0.3%,0.9,i,0.1,14%,-0.1%,4,695,15%
CCOc1ccccc1C(=O)Nc1ccc(-n2nncc2C(C)(C)C)cc1,-14,4,8%,-0.8%,1.1,i,0.4,-7%,0.3%,9,704,-2%
O=C(c1ccc2c(c1)OCO2)[C@@H]1[C@@H]2C(=O)N(C3CCCCC3)C(=O)[C@@H]2C2c3ccccc3C=CN21 (stereo partly specified),11,15,6%,0.1%,1.1,i,0.5,-49%,-0.3%,·,·,-34%
CCNC(=O)CC1SC(=Nc2cccc(Cl)c2C)N(C)C1=O (stereo unspecified),1,-8,9%,-2.1%,1.1,i,1.3,1%,0.5%,-29,766,-5%
O=c1c2cc(NC(=S)NCCCN3CCC(Cc4ccccc4)CC3)ccc2nc2n1CCCCC2,0,4,4%,-1.2%,1.2,i,1.5,0%,0.5%,16,667,-7%
S=c1[nH]nc(CCc2nc3ccccc3[nH]2)n1-c1cccc(Cl)c1,-8,1,·,-0.6%,1.3,i,0.6,14%,-1.5%,-1,677,14%
CCN(CC)S(=O)(=O)c1cccc(C(=O)Nc2nc3cc4c(cc3s2)OCCO4)c1,23,7,2%,-1.1%,1.1,i,8.6,-1%,0.8%,·,·,5%
CC(C)(C)c1ccccc1NC(=O)c1c(O)c2cccc3c2n(c1=O)CC3,-5,-7,6%,1.9%,1,·,·,6%,·,-7,719,-9%
CCN(CC)c1ccc(/C=N/N=C(N)N)c(O)c1,15,4,7%,-3.4%,1.4,·,·,29%,0.6%,?,·,64%*
O=C(CNC(=O)c1ccc(Cl)cc1)OCc1nc2ccccc2s1,-12,-13,7%,-0.2%,1,i,0.5,15%,1.3%,10,703,14%
COc1ccc(C)cc1S(=O)(=O)N(CC(=O)NCc1ccc(Cl)cc1)Cc1ccccc1,49,19,4%,0.3%,1.1,+,32*,10%,0.1%,-6,717,8%
O=C(O)CC1S/C(=N\N=C2CCCCCCC2)N(c2ccccc2)C1=O (stereo unspecified),-2,7,8%,0.5%,1.1,i,0.9,2%,1.0%,0,672,2%
COc1ccc(Cl)cc1NC(=O)N1CCC(C)CC1,-3,-13,0%,-0.9%,1.1,i,0.5,9%,0.2%,-20,662,17%
N/C(CC(=O)Nc1cccc(C(F)(F)F)c1)=N/O,12,-2,-1%,·,1.1,i,1.2,-12%,7.2%,·,·,-2%
CCOC(=O)CN1C(c2ccccc2O)Nc2ccc(Br)cc2C1c1ccccc1 (stereo unspecified),48,-5,2%,-0.3%,1.6,i,0.2,21%,-0.2%[50 µM],0,539,16%
CCc1nc(NCCCn2ccnc2)c2oc3ccccc3c2n1,-16,-9,9%,0.6%,1.1,i,1.4,-3%,-0.6%,·,·,-7%
CC(C)NC(=S)N1CCN(C/C=C/c2ccccc2)CC1,-4,13,-2%,0.8%,1.1,i,0.2,5%,0.2%,0,587,7%
CCOc1ccccc1Nc1nc(N)nc(CN(C)C2CCCCC2)n1,-5,13,3%,-1.4%,1,i,0.9,11%,2.0%,6,769,12%
CCOCCOC(=O)C1=C(C)Nc2ccc(C)cc2S1,28,32,8%,·,1,i,2.4,18%,-0.5%,10,679,20%
COc1ccccc1NC(=S)NN1CCN(C)CC1,-5,3,9%,-1.1%,1,i,1.3,-11%,2.0%,-2,631,-11%
Cc1ccc(CNC(=O)C2CC(c3cc(C(F)(F)F)cc(C(F)(F)F)c3)=NO2)o1 (stereo unspecified),·,·,12%,·,·,i,0.6,·,0.8%,-2,705,·
CCC(c1nnnn1C1CCCCC1)N(Cc1ccco1)Cc1cc2ccc(OC)cc2[nH]c1=O (stereo unspecified),10,-3,8%,0.4%,1,i,1.2,26%,-0.3%,?,·,14%
CC(C)CC(NC(=O)CCl)c1ccccc1 (stereo unspecified),-17,-1,4%,0.0%,1.1,i,0.6,-21%,6.7%,-20,654,-16%

# Gathered by group: the entries above containing fluorine
SMILES,WT yeast gro inh,WT yeast gro inh mutant strain,M1AAP inhibition,ER stress rescue,TNAP activators,Myeloid diff MLP,Myeloid diff MLP GFP+ MAC1+ %,PMI inhibitors,K1F lysis inhibition,Hep lipid drop,Hep lipid drop cells 6.5 µM,PMI inhibition
O=S(=O)(Nc1ccc(-n2cccc2)cc1)c1ccc(F)cc1,-11,19,-3%,-2.0%,1.2,i,0.3,14%,0.0%,-1,681,8%
O=C(CSc1ccc2nnc(-c3cccc(F)c3)n2n1)NCc1ccco1,-9,-13,7%,-2.2%,1,i,5.4,-13%,-1.3%,·,·,-6%
N/C(CC(=O)Nc1cccc(C(F)(F)F)c1)=N/O,12,-2,-1%,·,1.1,i,1.2,-12%,7.2%,·,·,-2%
Cc1ccc(CNC(=O)C2CC(c3cc(C(F)(F)F)cc(C(F)(F)F)c3)=NO2)o1 (stereo unspecified),·,·,12%,·,·,i,0.6,·,0.8%,-2,705,·

# Source: PubChem BioAssay (several laboratories)
